TAAR1 agonist = agonists of human TAAR1. 0.99% of 360,000 active. activation, % at 3 µM. CHO RD-HGA16 TAAR1, Fluo-8 calcium fluorescence; vehicle wells 0%, saturating PEA agonist 100%;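 active means activation above the mean activation of all test compounds in the run plus 3 SD, cut at about 38% in these data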
Target sequence (Q96RJ0 whole entry, looked up): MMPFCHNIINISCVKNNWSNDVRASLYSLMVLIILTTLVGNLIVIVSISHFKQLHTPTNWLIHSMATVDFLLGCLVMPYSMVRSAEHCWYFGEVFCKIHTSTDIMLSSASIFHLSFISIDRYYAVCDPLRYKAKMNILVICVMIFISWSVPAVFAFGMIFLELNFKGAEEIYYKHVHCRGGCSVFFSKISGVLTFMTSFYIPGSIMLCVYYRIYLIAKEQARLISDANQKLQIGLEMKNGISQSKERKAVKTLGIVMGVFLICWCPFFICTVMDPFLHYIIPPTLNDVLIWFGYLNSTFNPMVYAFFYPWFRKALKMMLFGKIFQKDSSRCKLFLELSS
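Test system: RD-HGA16 (CHO) cells co-expressing Gα16 and hTAAR1 / Benchmarks: DMSO vehicle as 0%, PEA at EC100 as 100% / Repeats: no replicates (n 1) / Measure: % activation from peak over basal fluorescence ratio, DMSO-to-PEA scaled / Timing: 17-24 h plating, Fluo-8 75 min 37 °C, 30 min RT / Technique: kinetic Fluo-8 calcium fluorescence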
M1 PAM = potentiates human M1 receptor response to acetylcholine; P11229; CHO-K1 hM1, Fluo-8 calcium fluorescence, ACh EC20; 0% = ACh EC20, 100% = maximal ACh; activation, % at 3 µM; 0.088% of 360,000 active; AID 588819; in the data active means activation above about 19%, passing the limit was not always enough
Target sequence (P11229 whole entry, looked up): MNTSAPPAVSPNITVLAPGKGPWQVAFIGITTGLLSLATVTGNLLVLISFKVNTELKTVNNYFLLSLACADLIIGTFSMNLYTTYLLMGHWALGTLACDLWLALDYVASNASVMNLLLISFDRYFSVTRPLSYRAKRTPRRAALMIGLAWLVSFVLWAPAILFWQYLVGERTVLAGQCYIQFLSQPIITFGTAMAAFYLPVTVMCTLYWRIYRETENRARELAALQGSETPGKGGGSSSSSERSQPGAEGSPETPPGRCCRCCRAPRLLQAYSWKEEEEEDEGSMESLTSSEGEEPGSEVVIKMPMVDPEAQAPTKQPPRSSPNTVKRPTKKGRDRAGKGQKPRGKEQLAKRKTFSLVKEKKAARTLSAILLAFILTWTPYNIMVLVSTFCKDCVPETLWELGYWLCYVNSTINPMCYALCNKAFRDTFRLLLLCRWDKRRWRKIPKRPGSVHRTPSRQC
M1 antag = blocks human M1 muscarinic receptor. CHO-K1 hM1, Fluo-8 calcium fluorescence, ACh EC80 antagonist. 1.3% of 360,000 active. P11229. inhibition, % at 3 µM;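 active means percent inhibition above its own plate's cutoff, namely the mean of that plate's compound wells plus 3 SD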;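 further: peak over basal fluorescence ratio during 140 s after agonist addition; 0% = ACh EC80 plus DMSO and 100% = DMSO alone without agonist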
OXTR agonist = human OXTR agonism. 0.32% of 320,000 active. P30559. CHO-OTR cells, Fluo-8 calcium fluorescence; normalized: DMSO 0%, oxytocin 100%. activation, % at 3 µM;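 active means activation above the mean of all tested compounds plus 3 SD, cutoff set per screening run, cut at about 20% in these data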;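 further: peak over basal fluorescence ratio from a 100 s FLIPR kinetic read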
TAAR1 antagonist = human TAAR1 antagonism | Q96RJ0 | CHO RD-HGA16 TAAR1, Fluo-8 calcium fluorescence, antagonist | inhibition, % at 3 µM | 1.5% of 360,000 active;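 active means inhibition above a per-plate cutoff, the mean inhibition of test compounds on that plate plus 3 SD, cut at about 49% in these data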;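 further: 0% = DMSO plus EC80 beta-PEA response and 100% = DMSO alone without agonist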
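Assay system: CHO-derived RD-HGA16 cells stably expressing human TAAR1 plus Gα16. Timing: 140 s kinetic read after compound, 140 s after agonist. Technique: kinetic Fluo-8 calcium fluorescence measurement. Measure: % inhibition of agonist calcium response.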
V1aR counter = activates human V1a receptor in oxytocin agonist counter-screen. activation, % at 3 µM. CHO-V1R cells, Fluo-8 calcium fluorescence, agonist mode; 0% DMSO, 100% 3 nM vasopressin. P37288. 0.25% of 320,000 active;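 active means activation above the mean activation of all tested compounds plus 3 SD, per screening run, cut at about 20% in these data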;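 further: signal is peak over basal fluorescence ratio across a 100 second FLIPR read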
CHO parental Ca = signal in parental CHO cells, OX1R antagonist counter-screen | parental CHO-K1, ATP-induced calcium, Fluo-8 fluorescence | inhibition, % at 5.6 µM | 0.63% of 330,000 active | AID 463079;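 active means inhibition above that plate's mean sample inhibition plus 3 SD, cut at about 26% in these data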;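 further: 0% = ATP-challenged DMSO wells and 100% = DMSO wells without ATP; some compounds past the cut are filed as inactive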
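Test system: parental CHO cells; detection: calcium-sensitive Fluo-8 fluorescence; evaluation: percent inhibition of calcium signal; also added: ATP as calcium-mobilizing challenge; repeats: one well per compound; control set: ATP-challenged DMSO wells low, unchallenged DMSO wells high; compound: single nominal dose of 5.6 µM per compound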
M1 ag = human M1 muscarinic receptor agonism. CHO-K1 hM1, Fluo-8 calcium fluorescence, agonist mode; 0% DMSO, 100% acetylcholine EC100. activation, % at 3 µM. 0.33% of 360,000 active;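 active means activation above the run's mean compound activation plus 3 SD, cut at about 16% in these data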;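 further: peak over basal fluorescence ratio within a 140 s kinetic read after compound addition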
OXTR potentiate = human OXTR potentiation; activation, % at 3 µM; CHO-OTR cells, Fluo-8 calcium fluorescence, potentiator mode; 0% = oxytocin EC15, 100% = EC100; P30559; AID 2445; 0.061% of 320,000 active;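 active means activation above that plate's cutoff, the mean activation of tested compounds plus 3 SD, cut at about 6.6% in these data, passing the limit was not always enough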;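 further: 100% uses oxytocin at 75 nM as the full agonist control; some results filed as inactive read as strong as hits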
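Assay system: CHO cell line stably expressing human OTR. Reagent: EC15 oxytocin agonist. Dosing: single dose, 3.0 µM nominal final compound concentration. Timing: compound 6 min at room temperature before oxytocin, 100 s read. Signal: kinetic Fluo-8 calcium fluorescence. Controls: oxytocin EC15 low and EC100 high.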
Numbers without * were called inactive; / = no result given.

SMILES	TAAR1 agonist	M1 PAM	M1 antag	OXTR agonist	TAAR1 antagonist	V1aR counter	CHO parental Ca	M1 ag	OXTR potentiate
C[C@H](CO)N1C[C@H](C)[C@@H](CN(C)S(=O)(=O)c2cn(C)cn2)Oc2ccc(NC(=O)Nc3ccc4c(c3)OCO4)cc2C1=O	2	2	-5	2.9	-4	0.7	1	-5	5
COc1ccc(NC(=O)C(=O)NCCN2CCN(C(=O)c3cccc(Br)c3)CC2)cc1	0	-2	7	0.4	-14	2.2	-11	-4	-3
Cc1nnc(C)n1/N=C/c1c(O)ccc2ccccc12	8	0	-5	0.8	-28	1.6	3	-5	-4
CC(=O)Nc1ccc(C(=O)OCC(=O)N(C)C2CCCCC2)cc1	2	9	-6	0.4	-18	-0.7	3	-4	-20
COc1ccc(NC(=O)COC(=O)C2CC3C=CC2C3)cc1 (stereo not drawn)	3	7	-4	0.2	-7	0.3	-5	1	-5
COc1ccc(OCCn2ccnc2C)cc1	-2	-8	17	1.8	12	-0.7	6	-9	-14
O=C(Nc1ccn(CCCNCc2ccccn2)c(=O)n1)OCc1ccccc1	3	1	-9	/	-23	/	/	-10	/
COc1ccc(S(=O)(=O)Nc2c(O)c3ccccc3oc2=O)cc1	-3	14	-9	-0.1	2	-0.3	-5	-3	-9
C[C@@H]1CCC[C@]2(O[C@@H](CCO)C[C@@H](O)[C@@H]2O)O1	7	3	4	-0.4	-1	0.2	-4	-1	-5
N#Cc1ccc(OCC(=O)NCC2(N3CCCCC3)CCCCC2)cc1	0	-2	4	0.0	-7	-0.5	1	-8	-21
CC(C)(/C=N/O)/[N+]([O-])=C/c1ccccc1C(F)(F)F	6	8	-5	1.3	8	0.5	5	-4	2
CSCC[C@H](NC(=O)[C@@H]1Cc2ccccc2CN1)C(=O)Nc1ccc2c(c1)OCO2	3	8	-5	-0.8	-17	-0.5	-30	-2	-7
O=Cc1cc2ccccc2nc1SCc1ccc(Cl)c(Cl)c1	3	-2	1	-0.2	11	0.1	13	-3	-11
COc1ccc(CN(C)C(C)C(=O)Nc2ccc(S(=O)(=O)N3CCCCC3)cc2)cc1F (stereo not drawn)	3	-10	3	-0.2	-16	1.2	-24	-7	-5
CN(C)c1ccc(/C=N/NC(=O)CN2CCN(c3ccc(F)cc3)CC2)cc1	/	/	/	0.7	/	0.3	1	/	6

Arranged by number of heavy atoms (lowest first): part of the list above
SMILES	TAAR1 agonist	M1 PAM	M1 antag	OXTR agonist	TAAR1 antagonist	V1aR counter	CHO parental Ca	M1 ag	OXTR potentiate
C[C@@H]1CCC[C@]2(O[C@@H](CCO)C[C@@H](O)[C@@H]2O)O1	7	3	4	-0.4	-1	0.2	-4	-1	-5
O=Cc1cc2ccccc2nc1SCc1ccc(Cl)c(Cl)c1	3	-2	1	-0.2	11	0.1	13	-3	-11
CC(=O)Nc1ccc(C(=O)OCC(=O)N(C)C2CCCCC2)cc1	2	9	-6	0.4	-18	-0.7	3	-4	-20
N#Cc1ccc(OCC(=O)NCC2(N3CCCCC3)CCCCC2)cc1	0	-2	4	0.0	-7	-0.5	1	-8	-21
CN(C)c1ccc(/C=N/NC(=O)CN2CCN(c3ccc(F)cc3)CC2)cc1	/	/	/	0.7	/	0.3	1	/	6
O=C(Nc1ccn(CCCNCc2ccccn2)c(=O)n1)OCc1ccccc1	3	1	-9	/	-23	/	/	-10	/
CSCC[C@H](NC(=O)[C@@H]1Cc2ccccc2CN1)C(=O)Nc1ccc2c(c1)OCO2	3	8	-5	-0.8	-17	-0.5	-30	-2	-7
COc1ccc(CN(C)C(C)C(=O)Nc2ccc(S(=O)(=O)N3CCCCC3)cc2)cc1F (stereo not drawn)	3	-10	3	-0.2	-16	1.2	-24	-7	-5
C[C@H](CO)N1C[C@H](C)[C@@H](CN(C)S(=O)(=O)c2cn(C)cn2)Oc2ccc(NC(=O)Nc3ccc4c(c3)OCO4)cc2C1=O	2	2	-5	2.9	-4	0.7	1	-5	5

The results go on:
SMILES	TAAR1 agonist	M1 PAM	M1 antag	OXTR agonist	TAAR1 antagonist	V1aR counter	CHO parental Ca	M1 ag	OXTR potentiate
CCOc1cccc(NC(=O)C2CCCN(S(=O)(=O)c3ccc(-n4cnnn4)cc3)C2)c1 (stereo not drawn)	8	2	-2	0.3	10	2.5	10	-2	-22
CC(=O)C1=C(C)NC(SCC(N)=O)=C(C#N)C1c1sccc1C (stereo not drawn)	12	4	-23	0.8	-11	-0.2	-5	-1	1
COc1ccc(NC(=O)C2CCN(S(=O)(=O)c3ccc(Cl)c(C(F)(F)F)c3)CC2)cn1	1	1	-3	/	8	/	/	-5	/
O=C(CSc1nc(-c2ccco2)cc(C(F)(F)F)n1)NCCc1ccccc1	21	9	-10	-2.7	-36	-1.6	-40	-2	0
CCOc1cc(/C=C2\NC(=S)N(c3c(C)n(C)n(-c4ccccc4)c3=O)C2=O)ccc1O	6	1	-2	0.9	-18	1.8	-8	-7	-7
NCc1ccc2[nH]c(=O)[nH]c2c1	4	3	-5	0.9	-6	0.5	-3	-4	-9
O=C(C1CCC(C(=O)N2CCc3ccccc32)CC1)N1CCc2ccccc21 (stereo not drawn)	10	6	-11	-1.6	-1	-0.7	-14	-5	0
Cc1noc(NS(=O)(=O)c2ccc(NC(=O)COc3ccc(C#N)cc3)cc2)c1C	1	13	-17	1.1	7	1.3	-2	-1	2
Cc1[nH]c2ccc(C(=O)OCC(=O)NC3(C#N)CCCCC3)cc2c1C	2	-5	17	3.0	-7	1.5	-26	-1	-8
CSCCC(NC(=O)COc1cccc2ccccc12)C(=O)O (stereo not drawn)	0	-6	18	0.8	-11	0.7	-7	-2	-6
CC1CCN(c2nc(-c3cccnc3)nc3scc(-c4ccccc4)c23)CC1	2	0	2	-0.2	-2	1.8	-25	-5	-2
O=C(NCc1ccco1)c1cccc(S(=O)(=O)N2CCCCC2)c1	6	3	-14	-0.6	3	-0.7	-7	-4	-7
CC(C)NC(=O)COc1coc(CN2CCN(c3ccccc3)CC2)cc1=O	-1	-2	6	-0.1	4	-0.1	-2	-1	-2
Cc1cccn2c(=O)c(/C=C(\C#N)C(N)=O)c(Oc3ccccc3)nc12	5	13	-14	-1.2	-9	0.7	12	-3	-9
CCOc1ccc(CN2CCN(C(=O)c3ccccc3)CC2)cc1	3	-4	3	-0.3	6	1.5	-13	-7	-9
CN1CCN(Cc2cc(=O)oc3ccc(Cl)cc23)CC1	14	6	-4	0.6	0	5.3	-8	-5	-1
COc1cc(/C=N/NC(=O)c2cccc3ccccc23)cc(OC)c1O	3	13	-3	/	-8	/	/	3	/
Cc1noc(C)c1C(=O)Nc1ccc(N(C)C)cc1	2	10	-11	-0.5	-30	-0.2	-7	-6	-6
O=C(NCC(=O)N1CCN(Cc2ccccc2)CC1)c1ccc(Cl)cc1	0	9	-10	-1.3	-17	2.4	-15	-1	1
COc1ccc(C(=O)C2CCN(C(=S)NCCc3ccc(OC)c(OC)c3)CC2)cc1	11	-18	3	7.7	36	10	-4	-3	-17
CCCn1c(=O)[nH]c(=O)c2c1nc(-c1ccc3c(c1)OCCO3)n2CCN1CCOCC1	0	11	-27	0.9	11	0.6	-11	1	-11
CC1(C)Cc2c(sc3nc4n(c(=O)c23)CCC4)CO1	17	5	-2	-0.1	-1	0.2	-6	1	-7
CC(Oc1ccc(Cl)cc1)C(=O)Nc1ccc(S(=O)(=O)N2CCOCC2)cc1 (stereo not drawn)	110*	-3	8	30*	48	28*	15	38*	-16
CC(OC(=O)CSc1ccc([N+](=O)[O-])cc1)C(=O)NCc1ccco1 (stereo not drawn)	1	-6	16	4.7	7	1.6	12	-1	-7
Cc1ccccc1CN(c1ccc(C(=O)NCc2ccccn2)cc1)S(C)(=O)=O	5	0	6	3.6	-12	2.0	-6	-3	-3
Cc1ccc(C)c(NC(=O)CCN2CCCC(C)C2)c1 (stereo not drawn)	-1	4	-6	0.2	-4	0.4	-9	-8	3
CN(c1ccccc1C(N)=O)S(=O)(=O)c1ccccc1	13	3	-11	-0.6	-8	0.0	-11	-3	-11
O=C(O)CCN1CCc2ccccc2C1c1cccs1 (stereo not drawn)	0	9	-5	-0.1	-9	-0.5	9	-6	-9
CC(C)(C)OC(=O)NCCc1nnc(SCc2cccc(Cl)c2)o1	-3	8	-12	-2.6	-8	-2.6	-32	-2	0
CCOC(=O)c1c(NC(C)=O)sc2c1CCC(C=NCCCN(CC)CC)=C2Sc1ccccc1	/	-8	9	-0.8	/	0.2	-6	-6	-2
CC1CCCC(NC2CCCCNC2=O)C1 (stereo not drawn)	-1	9	-7	1.8	13	1.3	-2	-5	2
CCCCCCCCCCCCCCCC(=O)NCCc1c[nH]c2ccccc12	3	13	-15	0.5	-13	0.4	-1	8	-2
OC1C2CCC(C2)C1CN1CCOCC1 (stereo not drawn)	1	5	-9	/	-6	/	/	0	/
Cc1ccccc1NC(=O)NCC1CCN(c2ccc(S(=O)(=O)N3CCOCC3)cc2)CC1	2	-7	3	5.7	11	4.3	-5	-6	-6
COC(=O)CC(NC(=O)c1ccc(C)cc1)c1ccccc1 (stereo not drawn)	5	5	-1	-1.3	0	-0.4	-4	-6	0
Clc1ccc(C(c2nnnn2C2CCCC2)N2CCN(c3nc4ccccc4s3)CC2)cc1 (stereo not drawn)	3	4	-26	0.2	9	0.1	-7	-3	-5
Cc1ccc(Cl)c(OC(=O)Cn2cnc3c2c(=O)n(C)c(=O)n3C)c1	5	-10	9	3.4	6	3.1	9	-3	-17
Fc1c(F)c(F)c(CSc2nc3ccccc3[nH]2)c(F)c1F	1	-3	5	-2.5	14	-0.9	-17	-3	-10
Cc1ccc(C(=O)N2CCN(S(=O)(=O)N3CCCCC3)CC2)cc1	1	4	-20	-0.4	-7	7.5	-3	1	-15
CCC(=O)NC(c1ccc(C)cc1)c1cc([N+](=O)[O-])c2cccnc2c1O (stereo not drawn)	0	5	2	-0.8	2	-0.5	-6	-2	0
COc1ccc(OC)c(S(=O)(=O)Nc2ccc(C(C)=O)cc2)c1	13	10	-14	-0.1	-5	0.9	-8	-6	-3
